Source: PubChem BioAssay
proCasp7 act = procaspase-7 activators, primary screen, counter-screen for procaspase-3 activator project, biochemical, absorbance, HTS, human. actives 0.093% (n = 330,000). Caspase-7 (Homo sapiens), P55210. recombinant procaspase-7, Ac-DEVD-pNA absorbance 405 nm; D23A/D198A/D206A triple mutant, cannot self-cleave; scale: DMSO 0, 5 µM enzyme 100. activation, % at 8.5 µM;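 active means percent activation above the screen-wide mean plus 3 SD, cut at about 25% in these data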
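buffer or medium = Zinc-free HEPES/NaCl buffer, pH 7.4 | material = Procaspase-7 triple mutant (PC-7 D3A) | input = 2 µM procaspase-7 mutant as dispensed | signal = Epi-absorbance of released pNA at 405 nm, two timepoints | timing = 1 h preincubation, 2 h reaction | replicates = singlicate compound testing | evaluation = % activation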
procasp3 activ = activators of human procaspase-3 D3A mutant, primary screen, biochemical, absorbance, PC-3 D3A mutant, single concentration; recombinant procaspase-3 D3A, Ac-DEVD-pNA absorbance 405 nm; activation, % at 8.5 µM; actives 0.11% (n = 330,000); Caspase-3 (Homo sapiens), P42574;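 active means activation above the mean of all tested compounds plus 3 SD, cut at about 21% in these data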;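 further: 0% = DMSO alone and 100% = DMSO wells spiked with extra 5 µM PC-3 D3A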
Target sequence (P42574 whole entry D9A/D28A/D175A): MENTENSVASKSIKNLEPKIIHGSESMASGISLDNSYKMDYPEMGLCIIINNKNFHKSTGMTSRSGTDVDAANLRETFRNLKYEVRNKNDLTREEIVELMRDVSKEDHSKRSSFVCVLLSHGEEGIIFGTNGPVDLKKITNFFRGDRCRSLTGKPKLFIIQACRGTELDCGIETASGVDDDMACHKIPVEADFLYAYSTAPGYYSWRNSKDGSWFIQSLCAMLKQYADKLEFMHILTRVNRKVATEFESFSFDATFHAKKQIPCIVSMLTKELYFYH
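Technique: 405 nm absorbance of p-nitroaniline, reads at 0 and 120 min; Test system: Procaspase-3 D3A mutant; Incubation: 1 h enzyme-compound preincubation, then 2 h substrate reaction, 25 °C; Repeats: singlicate, each compound tested once; Benchmarks: low control DMSO wells, high control DMSO plus 5 µM PC-3 D3A.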
JMJD2C inh = inhibitors of GASC-1 histone demethylase, primary screen, biochemical, fluorescence, DELFIA europium | Lysine-specific demethylase 4C (Homo sapiens), Q9H3R0 | GST-JMJD2C(1-420) H3K9me3 demethylation | inhibition, % at 2.35 µM | actives 0.069% (n = 330,000);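 active means more than half of a compound's replicate wells show inhibition beyond 50%, single wells judged on their own value; inconclusive means some, but no more than half, of replicates pass 50% inhibition; inactive means no replicate passes 50% inhibition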;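 further: signal counts dimethyl H3K9 product captured on neutravidin plate; 0% = median of DMSO wells and 100% = 0.3 times that DMSO median; strong numbers were not always called active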
CTSL1 counter = Fasciola hepatica cathepsin L1 inhibitors, primary screen, counter-screen for PFM18AAP inhibitor project, biochemical, QFRET, fluorogenic peptide substrate | actives 0.49% (n = 300,000) | recombinant F. hepatica cathepsin L1, Z-Leu-Arg-MCA fluorescence | AID 1906, 2009 | inhibition, % at 5.96 µM;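 active means inhibition above the mean of all tested compounds plus 3 SD, set per screening campaign, cut at about 17% in these data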;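 further: 0% = plate median of test compound wells and 100% = 1 µM Z-Phe-Ala-diazomethylketone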
core dimer inh = inhibitors of HCV core protein dimerization, primary screen, biochemical, TR-FRET, high-throughput. inhibition, % at 5 µM. TR-FRET GST/Flag-core106 dimerization, 1536-well. actives 0.33% (n = 300,000);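 active means inhibition above the mean of all tested compounds plus 3 SD, set per screening campaign, cut at about 45% in these data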
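assay system = GST-tagged and Flag-tagged HCV core protein residues 1-106 | controls = unlabelled core106 and no-GST-core106 wells | incubation = compound-protein-antibody incubation 4 h at 22.5 °C | probe or stimulus = Eu donor and XL665 acceptor anti-tag antibodies | read-out = % inhibition based on acceptor/donor emission ratio | signal = TR-FRET 671 and 617 nm emission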
GRK2 inh = compounds blocking aptamer binding on GRK2 – biochemical, human GRK2, bead flow cytometry, HTS, primary screen; Beta-adrenergic receptor kinase 1 (Homo sapiens), P25098; actives 0.59% (n = 330,000); FAM-aptamer displacement from GRK2; AID 488847, 2010; inhibition of aptamer binding, % at 10 µM;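 active means inhibition of aptamer binding above 40%, roughly 3 SD of noise, on plates passing a quality check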;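 further: median bead fluorescence of bound FAM aptamer so fluorescent compounds give negative values; no value below 0 was filed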
Target sequence (P25098 whole entry, looked up): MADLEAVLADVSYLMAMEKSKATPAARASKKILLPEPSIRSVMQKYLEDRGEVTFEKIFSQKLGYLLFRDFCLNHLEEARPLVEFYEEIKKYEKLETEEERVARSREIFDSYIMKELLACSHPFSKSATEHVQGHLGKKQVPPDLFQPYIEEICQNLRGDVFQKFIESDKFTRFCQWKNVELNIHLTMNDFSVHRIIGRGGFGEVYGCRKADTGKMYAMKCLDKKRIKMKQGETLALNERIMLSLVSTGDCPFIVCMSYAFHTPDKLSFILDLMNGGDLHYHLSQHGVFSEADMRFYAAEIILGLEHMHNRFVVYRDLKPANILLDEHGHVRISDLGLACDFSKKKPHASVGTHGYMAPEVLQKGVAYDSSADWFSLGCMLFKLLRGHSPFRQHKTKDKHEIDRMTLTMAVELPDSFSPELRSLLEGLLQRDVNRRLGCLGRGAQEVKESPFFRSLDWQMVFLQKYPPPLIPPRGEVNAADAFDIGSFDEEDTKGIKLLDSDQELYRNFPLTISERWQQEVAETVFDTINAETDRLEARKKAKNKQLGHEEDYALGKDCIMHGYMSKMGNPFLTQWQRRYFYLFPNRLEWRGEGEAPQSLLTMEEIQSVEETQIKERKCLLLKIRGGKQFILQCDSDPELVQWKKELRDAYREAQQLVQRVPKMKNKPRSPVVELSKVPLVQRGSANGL
VLA-4 inh = inhibition in human VLA-4 binding assay, primary screen, VLA-4 allosteric modulator project, MLPCN library, flow cytometry, VLA-4 expressing cells | inhibition, % (about 7 µM as worked out from the volumes in the protocol) | AID 2557, 2010 | Integrin alpha-4 (Homo sapiens), P13612 | ligand binding flow cytometry | actives 0.2% (n = 330,000); in the data active means inhibition above about 50%
PP1 counter = PP1-alpha phosphatase inhibitors, primary screen, counter-screen for PP5 inhibitor project, biochemical, fluorescence, OMFP substrate, single point; Serine/threonine-protein phosphatase PP1-alpha catalytic subunit (Homo sapiens), P62136; purified PP1alpha; inhibition, % at 6.7 µM; actives 0.9% (n = 320,000); AID 2235, 2010;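 active means inhibition above the mean inhibition of all tested compounds plus 3 SD, computed separately for each screening campaign, cut at about 15% in these data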
PP5 inh = PP5 phosphatase inhibitors, primary screen, biochemical, fluorescence | Serine/threonine-protein phosphatase 5 (Homo sapiens), P53041 | purified PP5c, OMFP substrate fluorescence | inhibition, % at 6.7 µM | actives 0.18% (n = 320,000);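 active means inhibition above the campaign's mean inhibition across all tested compounds plus 3 SD, cut at about 9.5% in these data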;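 further: 0% = DMSO only and 100% = 100 µM cantharidin control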
Starred values were filed as active, the others as inactive; i = inactive; u = inconclusive; x = no result given; & = joins results of further samples.

SMILES	proCasp7 act	procasp3 activ	JMJD2C inh	CTSL1 counter	core dimer inh	GRK2 inh	VLA-4 inh	PP1 counter	PP5 inh
COc1ccc(-c2cccc(C(=O)Nc3ccccc3C)c2)cc1	-4	1	-13	-2	8	0	14	-2	1.0
CCOc1cc(Cl)c(CNCCCN2CCOCC2)cc1OC	2	0	-8	-4	2	0	-3	-4	-1.6
CN1CCN(C(=O)C2CCCN(S(=O)(=O)c3ccc(Br)cc3)C2)CC1 (stereo not given)	6	-3	-7	2	-12	3	1	1	1.0
CN(CCC#N)C(=O)CSc1nnc(-c2ccco2)n1N	4	8	-23	4	-6	0	5	-1	-0.3
Fc1ccc(NC(=S)N2CCn3cccc3C2c2cccnc2)cc1 (stereo not given)	0	7	3	-3	0	1	6	-2	0.5
O=C(C1CC1)N1CCN=C1SCc1cccc(F)c1	2	9	2	-4	-1	0	26	-3	3.0
COc1ccc(-c2nc(-c3cccnc3)no2)cc1	-6	2	8	4	-1	3	1	-3	-0.9
CCCCOc1ccccc1NC(=O)CC1SC(=NCC)N(CC)C1=O (stereo not given)	5	-5	8	0	6	3	23	-6	3.4
O=C(CN1C(=O)NC2(CCCC2)C1=O)NCc1ccco1	8	11	2	x	x	12	13	x	x
Cc1nccn1CC(O)Cn1c2ccccc2c2ccccc21 (stereo not given)	-16	1	0	1	-2	0	-6	-4	1.9
O=C(CC1C(=O)N(c2ccc(Cl)cc2)C(=S)N1CCc1ccncc1)Nc1ccc(F)cc1 (stereo not given)	-15	-11	5	2	1	8	19	5	3.8
Cn1c(=O)c2ncn(CC(=O)NCCOc3ccccc3)c2n(C)c1=O	6	0	18	-2	1	0	8	2	2.6
O=C(Cn1cc([N+](=O)[O-])ccc1=O)N1CCCc2ccccc21	1	1	-7	6	0	0	0	-1	-0.7
O=C(N/N=C/c1cc([N+](=O)[O-])ccc1O)c1cc(-c2ccccc2)nc2ccccc12	-11	-3	-21	3	14	8	12	1	1.6
CCCCC(CC)COC(=O)C(C#N)=C(c1ccccc1)c1ccccc1 (stereo not given)	6	5	5	x	x	2	20	-2	2.2
CN1C(=O)c2ccc(S(=O)(=O)c3ccc(C(=O)O)cc3)cc2C1=O	-3	-1	-5	1	0	0	6	-2	2.7
Cn1c(SCC(=O)NC2CC2)nnc1-c1ccccn1	9	3	22	1	9	0	14	-4	0.2
Cc1cc(C)nc(Sc2ccc([N+](=O)[O-])cc2[N+](=O)[O-])n1	-4	-15	11	6	-12	0	2	6	3.5
Cc1ccc(S(=O)(=O)NC(C(=O)OCC(=O)NC(=O)c2cccn2C)C(C)C)cc1 (stereo not given)	5	0	-8	-21	7	0	3	3	1.6
CCOC(=O)c1nc(-c2ccccc2)sc1C(C)=O	5	0	i	-2	-1	3	7	-3	3.0
Cc1cc(O)c(NC(=O)c2cc([N+](=O)[O-])ccc2Cl)cc1C	7	6	2	8	4	0	51*	-4	1.1
COc1ccccc1/C=C/CN1CCCC(CCC(=O)NCc2ccccc2F)C1 (stereo not given)	-2	-2	11	-3	-5	0	4	-3	2.2
CC(C)OC(=O)CN1C(=O)c2ccccc2C1=O	8	3	1	2	-4	0	2	-1	-1.7
O=C(NC1CCCC1)C(c1ccccn1)N(Cc1ccccc1F)C(=O)c1csnn1 (stereo not given)	-1	9	-10	-2	2	1	5	2	0.3
Cc1cc(N2CCC(C)CC2)nc(-c2ccccc2O)n1	1	0	6	3	6	0	0	7	2.6

The results go on:
SMILES	proCasp7 act	procasp3 activ	JMJD2C inh	CTSL1 counter	core dimer inh	GRK2 inh	VLA-4 inh	PP1 counter	PP5 inh
CCC(CO)Oc1cc(NC(=O)c2ccccc2Cl)c2ncn(C(C)C)c2c1 (stereo not given)	-3	10	-5	x	x	3	-1	x	x
COC(C(=O)Nc1ccnn1C1CCN(Cc2ccccn2)CC1)c1ccccc1 (stereo not given)	-3	-2	12	1	-3	5	-1	-3	1.2
COc1ccc(/C=C/C(=O)NCC(=O)N/N=C/c2cccnc2)cc1	5	5	-9	1	1	2	0	-1	-2.2
Cc1cccc(OCC(=O)Nc2cccc(C(=O)NCC(C)C)c2)c1	-1	6	-10	-6	3	0	19	-2	3.3
COc1cc(C2=NOC(C(=O)Nc3ccc(C(C)=O)cc3)C2)cc(OC)c1OC (stereo not given)	12	1	13	6	5	0	-4	-13	2.1
CCOc1ccc(S(=O)(=O)N2CCN(C(=O)COc3ccc(Br)cc3)CC2)cc1	-1	0	0	x	x	3	4	x	x
O=C(COc1ccc(Cl)cc1)NCc1nnc(SCC(=O)Nc2ccccc2F)o1	2	4	2	4	6	1	30	3	-0.3
COC(=O)c1ccccc1NC(=S)NC(NC(=O)c1ccco1)C(Cl)(Cl)Cl (stereo not given)	-16	-9	3	1	10	0	-9	1	4.0
Cc1ccc(S(=O)(=O)/C(C#N)=C/c2c(N3CC(C)OC(C)C3)nc3ccccn3c2=O)cc1 (stereo not given)	-5	-10	-15	3	12	1	27	6	3.9
CCOC(=O)c1c(C)oc2c1c(CN1CCN(C(=O)OCC)CC1)c(O)c1ccccc12	6	5	17	3	-5	2	0	2	3.2
COc1ccc(NC(=O)C/C(C)=N/NC(=O)c2ccccn2)c(OC)c1	-2	1	-8	2	-7	1	5	-1	4.4
COc1ccc(C(=O)NCCN2CCCC2)cc1OC	-6	0	9	-4	2	0	-1	1	5.6
CCOC(=O)c1[nH]c(COC(=O)c2ccccc2NC(=O)c2ccco2)c(C(=O)OCC)c1C	-5	6	-5	-1	-1	5	-1	2	-0.8
Cc1ccc(S(=O)CCNC(=O)Cc2ccccc2)cc1 (stereo not given)	-8	-5	-2	6	3	0	-10	-4	-10
COCCOc1ccc(C(F)(F)F)cc1NC(=O)COC(=O)C1=COCCO1	2	5	-7	5	1	0	-6	2	2.9
CCN1CCN(C(c2cccc(OC)c2OC)c2nnnn2Cc2ccco2)CC1 (stereo not given)	4	-1	-2	-1	-3	1	-5	1	1.1
COC(=O)c1ccc(CSc2nncn2C)cc1	-2	1	2	1	3	1	-3	-5	-2.4
CC1CCN(C(=O)Cn2c3ccccc3c3nc4n(c(=O)c32)CCS4)CC1	-6	1	-26	8	0	0	8	2	-1.4
COc1ccccc1-n1c(SCC(N)=O)nc2sc3c(c2c1=O)CCC3	-5	1	-1	1	0	6	1	-4	0.9
Cc1ccc(C(=O)C2CCN(CC(=O)NCc3ccc(F)cc3)CC2)cc1	6	11	-7	7	-1	1	3	-5	-5.2
O=C(CCCn1cnc2ccccc2c1=O)Nc1ccccc1F	-6	11	1	2	5	1	8	1	2.6
C/C(=C1/SC(N2CCOCC2)=NC1=O)c1ccc(Cl)cc1	7	-7	1	3	-3	2	8	-4	-0.4
Brc1ccc(-c2nnc3sc(CN4CCC5(CC4)OCCO5)cn23)cc1	-3	1	-17&-7	1	-3	0	2	-5	4.2
Cc1ccc(-c2nc(CNC(=O)c3cc(C)on3)cs2)cc1	-5	2	-3	1	0	1	-13	11	2.8
CCC(CC)C(=O)N1CC(=O)Nc2ccc(Br)cc2C1c1ccccc1 (stereo not given)	-2	6	0	2	-2	0	7	3	2.4

Next part:
SMILES	proCasp7 act	procasp3 activ	JMJD2C inh	CTSL1 counter	core dimer inh	GRK2 inh	VLA-4 inh	PP1 counter	PP5 inh
CCOc1ccccc1NC(=O)c1cccc2c1C(=O)N(C1CCCCC1)C2	-15	3	-41	-2	7	0	21	1	-2.0
COc1ccc2ccccc2c1CNCCCN1CCOCC1	16	-2	-10	3	-2	2	4	-4	-1.4
COc1ccccc1Nc1nc(C)cc(C)c1C(N)=O	-8	11	16	1	-6	0	10	1	-2.1
C=CCNC(=O)CSc1nc2scc(-c3ccco3)c2c(=O)n1CC=C	-7	-2	-5	35*	2	2	-11	3	1.4
Cc1cc(S(=O)(=O)Nc2ccc(C(=O)NCC(C)(C)N3CCOCC3)cc2)ccc1F	2	-1	18	-5	0	2	4	-1	0.1
NS(=O)(=O)c1ccc(O)c(N2C(=O)c3cccc4c(C(=O)O)ccc(c34)C2=O)c1	10	2	10	5	-19	3	5	-3	3.7
COc1ccc(C2CC(c3ccccc3)=NN2C(=O)COC(=O)c2ccc(S(C)(=O)=O)cc2)cc1 (stereo not given)	1	-4	-1	-2	21	1	-3	1	0.3
CCCCc1nc2ccccc2n1Cc1nnc2n1-c1ccccc1SC2	5	5	-8	-1	0	0	0	-4	1.4
O=C(Nc1ccccc1)Nc1cccn(Cc2c(F)cccc2Cl)c1=O	2	-10	8	1	11	0	1	1	3.5
O=C(CNc1cccc([N+](=O)[O-])c1)N/N=C/c1ccc([N+](=O)[O-])o1	2	-2	-13	3	-2	1	-2	-2	2.6
O=C(N/N=C/c1ccco1)c1ccc(NC(=O)c2ccccc2Cl)cc1	3	-1	-3	1	-3	2	1	-3	1.9
COc1cc(NS(=O)(=O)c2ccc(NC(=S)NC(=O)/C=C/c3ccc(F)cc3)cc2)ncn1	1	0	-7	-4	8	9	-5	-5	-1.5
COc1cccc(NC(=O)Cn2cnc3c(oc4nc5c(cc43)CCCC5)c2=O)c1	-4	9	u	4	15	2	11	-3	-2.1
CC(C)C[C@H](NC(=O)NCc1ccc(Cl)cc1)C(=O)O	7	1	-2	2	-4	4	21	-1	-0.4
CCOCCCNC(=O)c1cccc(NC(=O)C2=C(C)OCCS2)c1	0	8	3	-4	4	1	14	1	-1.2
COc1ccc(CCNC(=O)COC(=O)c2ccccc2NCCO)cc1OC	1	-3	10	2	2	3	-4	-5	-1.4
O=C(c1cc(COc2ccc(F)cc2Cl)on1)N1CCc2sccc2C1	5	8	-5	1	11	0	-6	2	-0.8

Filtered by structure: the compounds so far containing a thiophene ring, fused or not
SMILES	proCasp7 act	procasp3 activ	JMJD2C inh	CTSL1 counter	core dimer inh	GRK2 inh	VLA-4 inh	PP1 counter	PP5 inh
COc1ccccc1-n1c(SCC(N)=O)nc2sc3c(c2c1=O)CCC3	-5	1	-1	1	0	6	1	-4	0.9
C=CCNC(=O)CSc1nc2scc(-c3ccco3)c2c(=O)n1CC=C	-7	-2	-5	35*	2	2	-11	3	1.4
O=C(c1cc(COc2ccc(F)cc2Cl)on1)N1CCc2sccc2C1	5	8	-5	1	11	0	-6	2	-0.8
